M4 ag – agonists of human muscarinic M4 receptor (CHRM4). P08173. AID 624127. CHO-K1 hM4/Gqi5, Fluo-8 calcium fluorescence; vehicle 0%, full acetylcholine response 100%. 360,000 tested, 0.14% active. activation, % at 3 µM;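 active = activation above the run mean over all test wells plus 3 SD, cut at about 32% in these data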;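 note: peak over basal fluorescence ratio per well then scaled between controls; 0% = DMSO wells and 100% = acetylcholine at EC100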
Target sequence (P08173 whole entry, looked up): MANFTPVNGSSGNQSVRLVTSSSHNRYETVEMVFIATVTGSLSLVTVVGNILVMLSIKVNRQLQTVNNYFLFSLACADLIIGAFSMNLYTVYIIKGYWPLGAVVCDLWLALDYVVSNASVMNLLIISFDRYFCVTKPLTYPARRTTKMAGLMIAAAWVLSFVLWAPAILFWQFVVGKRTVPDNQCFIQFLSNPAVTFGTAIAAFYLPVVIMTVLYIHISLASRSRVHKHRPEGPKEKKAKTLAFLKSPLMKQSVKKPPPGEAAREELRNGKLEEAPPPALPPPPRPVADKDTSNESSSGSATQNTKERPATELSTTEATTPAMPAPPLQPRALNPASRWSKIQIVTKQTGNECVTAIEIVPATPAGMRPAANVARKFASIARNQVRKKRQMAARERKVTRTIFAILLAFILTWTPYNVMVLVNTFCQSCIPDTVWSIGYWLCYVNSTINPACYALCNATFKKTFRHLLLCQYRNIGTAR
M5 antag – blocks acetylcholine activation of human M5 receptor; P08912; CHO-hM5 cells, Fluo-8 calcium fluorescence, ACh EC80; inhibition, % at 3 µM; 360,000 tested, 0.59% active;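 active = inhibition above a per-plate cutoff, the mean of that plate's test compounds plus 3 SD, cut at about 27% in these data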;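 note: 0% = acetylcholine EC80 with DMSO and 100% = DMSO without agonist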
Target sequence (P08912 whole entry, looked up): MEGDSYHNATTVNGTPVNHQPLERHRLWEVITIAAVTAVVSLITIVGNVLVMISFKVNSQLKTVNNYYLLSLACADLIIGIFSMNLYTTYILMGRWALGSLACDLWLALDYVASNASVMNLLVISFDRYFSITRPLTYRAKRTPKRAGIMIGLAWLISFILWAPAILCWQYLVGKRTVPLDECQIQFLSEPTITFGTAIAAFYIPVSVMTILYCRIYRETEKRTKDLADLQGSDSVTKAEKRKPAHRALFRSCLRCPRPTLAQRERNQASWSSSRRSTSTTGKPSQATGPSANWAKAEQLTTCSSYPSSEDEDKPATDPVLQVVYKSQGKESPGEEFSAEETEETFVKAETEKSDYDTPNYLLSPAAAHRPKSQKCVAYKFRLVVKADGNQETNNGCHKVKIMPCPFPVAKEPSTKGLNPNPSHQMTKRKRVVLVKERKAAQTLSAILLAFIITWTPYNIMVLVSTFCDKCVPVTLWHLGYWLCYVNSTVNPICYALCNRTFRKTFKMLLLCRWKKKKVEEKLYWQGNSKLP
M1 PAM parental – counter-screen for M1 PAMs: effect in parental CHO-K1 cells. 360,000 tested, 0.02% active. ATP EC20, Fluo-8 calcium fluorescence; 0% at ATP EC20, 100% at ATP max. activation, % at 3 µM;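 active = activation above the run cutoff, the mean activation of all test compounds plus 3 SD, cut at about 40% in these data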;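 note: peak over basal fluorescence ratio in a 140 s read after ATP addition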
M5 ag – CHRM5 agonism in calcium assay. AID 624037. activation, % at 3 µM. P08912. 360,000 tested, 0.19% active. CHO-K1 hM5 cells, Fluo-8 calcium fluorescence; 0% DMSO wells, 100% maximal acetylcholine response;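 active = activation above the run's mean over test compounds plus 3 SD, cut at about 23% in these data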;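 note: signal is peak over basal fluorescence ratio across the kinetic read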
M4 antag – antagonists of human muscarinic M4 receptor (CHRM4); 360,000 tested, 0.73% active; AID 624125; inhibition, % at 3 µM; CHO-hM4 cells, ACh EC80, Fluo-8 calcium fluorescence;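 active = inhibition above its plate's cutoff, the mean inhibition of sample wells plus 3 SD, cut at about 27% in these data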;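 note: 0% = acetylcholine EC80 with DMSO and 100% = DMSO without agonist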
CHO-K1 Ca ag – M1 agonist counterscreen hit in parental CHO-K1 cells; Fluo-8 calcium fluorescence; scaled to maximal ATP response, vehicle zero; activation, % at 3 µM; 360,000 tested, 0.48% active; AID 602248; in the data active = activation above about 15%;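 note: untransfected CHO-K1 host cells lacking M1 receptor as counterscreen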
CHO-K1 Ca antag – M1 antagonist counterscreen hit in parental CHO-K1 cells | ATP-induced calcium, Fluo-8 fluorescence | 360,000 tested, 0.6% active | AID 602250 | inhibition, % at 3 µM;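 active = inhibition above a per-plate cutoff, the plate's mean sample inhibition plus 3 SD, cut at about 24% in these data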;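 note: 0% = DMSO plus EC80 ATP and 100% = DMSO alone without ATP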
M5 PAM – positive allosteric modulators of human muscarinic M5 receptor; P08912; CHO-K1 hM5, Fluo-8 calcium, ACh EC20 PAM; 0% = ACh EC20, 100% = ACh EC100; activation, % at 3 µM; 360,000 tested, 0.3% active;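 active = activation above the run cutoff, the mean activation of all test compounds plus 3 SD, cut at about 18% in these data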
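Probe or stimulus: acetylcholine, EC20 level; Assay system: human M5 receptor in CHO-K1 cells; Schedule: compound preincubation 140 s before EC20 acetylcholine addition; Technique: intracellular calcium via Fluo-8 fluorescence; Dosing: single-point, 3 µM nominal; Read-out basis: percent activation from peak-over-basal fluorescence ratio, scaled EC20-to-EC100 acetylcholine; Repeats: one well per compound, no replicates.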
CHRM4 PAM – CHRM4 positive allosteric modulation | 360,000 tested, 0.4% active | activation, % at 3 µM | AID 624126 | CHO-K1 hM4/Gqi5, Fluo-8 calcium fluorescence, ACh EC20; 0% = ACh EC20, 100% = maximal ACh;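 active = activation above its plate's cutoff, the mean activation of sample wells plus 3 SD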; note: some results filed as inactive read as strong as hits
* marks the source's active call; other numbers are inactive results.

Every second line gives: M1 PAM parental, M4 antag, CHO-K1 Ca antag, M5 PAM, M5 ag, M4 ag, CHO-K1 Ca ag, CHRM4 PAM, M5 antag
#1 Cc1cc(-c2nnnn2-c2ccc(F)cc2)no1
 : 9.7, -3.9, -5.9, 7.2, 1.4, 0.1, 1.9, -0.6, -4.7
#2 Cc1cccc(C)c1OCc1nnc(SCC(=O)NCc2ccccc2)o1
 : 13.4, -10.3, -39.1, -7.8, -0.6, 4.1, 1.5, 11.1, 3.6
#3 COc1cccc2oc3cc(C#CC4(O)CCCCC4)ccc3c(=O)c12
 : -11.8, 7.7, -0.3, -11.1, 1.5, 11.2, 1.4, -3.5, 13.6
#4 Cc1ccc(S(=O)(=O)N2CCOCC2)cc1NC(=O)COC(=O)CCC(=O)c1ccc(F)cc1
 : -7.6, 5.4, 0.9, -0.2, 2.6, 2.1, 6.6, -4.9, 0.9
#5 Cc1ccc(C(=O)N/C(=C/c2ccc(-c3cccc([N+](=O)[O-])c3)o2)C(=O)NC(C)C)cc1
 : 12.5, 5.3, -2.7, -4.0, 5.8, 4.4, 1.2, 13.3, 2.2
#6 O=C(CN1CCOCC1)Nc1ccccc1C(=O)Nc1ccccc1
 : 3.3, -13.3, -11.2, -3.0, -2.0, 6.3, 2.9, -2.8, 3.6
#7 CCCCCn1c(CNC(C)=O)nc2ccccc21
 : 10.7, -1.6, 6.7, -1.8, 1.8, 0.9, 0.2, 7.0, 7.3
#8 CCn1c(SCc2ccc(Cl)cc2Cl)nc2nc3c(cc2c1=O)CCCC3
 : 10.5, -3.0, -17.8, -1.8, 1.4, 0.8, 0.6, 14.2, 7.8
#9 COc1ccc(S(=O)(=O)N2CCCCCC2)cc1C(=O)N(C)CCOc1ccc(Cl)cc1
 : 0.0, -1.9, 0.4, -6.0, -2.3, 13.7, 5.6, -11.4, 1.2
#10 CC(C)CNC(=O)COCc1cc(-c2ccc3c(c2)OCO3)on1
 : 3.0, -13.8, -5.1, -5.8, 1.4, 1.4, 0.7, 1.2, 8.8
#11 CCOC(=O)c1ccc(NC(=S)Nc2ccc(C)cc2)cc1
 : 1.2, -6.2, 3.9, -10.8, -3.1, 1.6, 0.1, -3.8, 18.9
#12 O=C(c1ccc(Cl)cc1Cl)N1CCC(C(=O)N2CCOCC2)CC1
 : 3.6, -6.9, -9.5, 1.1, -1.1, 1.8, 0.6, 8.1, 7.0
#13 Cc1cccc(Cc2ccc(Cl)nn2)c1
 : -4.6, -0.1, 13.0, -5.0, -1.7, 0.6, 3.4, -0.2, 9.9
#14 COc1ccccc1CNC(=O)COC(=O)/C=C/c1ccc2ccccc2n1
 : 14.1, -1.0, -11.5, 6.9, -0.4, 1.1, -0.2, 0.7, 5.6
#15 CC(C)=CC(=O)Nc1ccc(S(=O)(=O)Nc2onc(C)c2C)cc1
 : 7.1, 3.5, -4.5, -0.6, -0.3, 1.2, 0.8, -1.4, -4.3
#16 CC(OC(=O)C1CSC2(C)CCC(=O)N12)C(=O)Nc1ccc(F)cc1 (centres undefined)
 : 2.3, -13.0, -13.6, 4.5, 3.2, 2.5, 1.8, 7.4, 0.6
#17 Cn1cc([N+](=O)[O-])c(C(=O)Nc2nccs2)n1
 : -9.6, -9.2, 15.9, 8.4, 0.6, 1.1, -0.2, 1.7, -13.5
#18 COc1ccccc1C1Nc2cccc3cccc(c23)N1
 : 9.4, 21.1, -6.8, -2.3, -2.2, 2.5, 0.0, -10.1, 2.9
#19 COc1ccccc1N/C(=N/S(=O)(=O)c1ccc(Cl)cc1)c1ccccc1
 : -1.4, -0.1, 1.1, -2.4, -2.3, 0.0, 0.4, -3.8, -5.6
#20 Cc1c(C)c2c(OCC(=O)N3CCC(C(N)=O)CC3)cc3c(c2oc1=O)CCC(C)(C)O3
 : -10.9, -5.3, 8.0, -8.6, -1.0, 0.7, 0.1, 0.1, 8.7
#21 CCN(CC)CCN1C(=O)C(=O)/C(=C(/O)c2ccccc2)C1c1ccccc1F (centres undefined)
 : 18.8, -2.8, -9.0, 1.2, -2.7, 0.2, 0.6, 6.2, 1.9
#22 CCOC(=O)c1ccc(NC(=O)CSc2nc(C)cc(=O)[nH]2)cc1
 : 12.2, -1.2, -1.6, 1.5, -0.7, 0.2, 0.1, 5.7, 8.5
#23 CC(=O)N(Cc1cc(=O)[nH]c2ccccc12)c1ccc(C)cc1
 : -2.2, 9.5, 8.5, 3.5, -2.1, -0.2, -0.3, -3.4, -5.2
#24 O=C(Cn1c(=O)cnc2ccccc21)NCC(=O)Nc1ccc(F)c(F)c1
 : -5.9, -25.6, -2.0, -2.0, -0.8, 1.9, 0.7, 8.7, -4.5
#25 CC1(C(=O)Nc2cccc3cccnc23)CCN1C(=O)CCC1CCCC1 (centres undefined)
 : 10.6, -8.2, -9.0, -0.9, -1.6, 3.2, 0.5, -2.4, 1.1
#26 Cc1ccc([C@H]2C(C(=O)O)=CC[C@@H](c3ccc(Cl)c(Cl)c3)N2S(=O)(=O)c2ccc(C)cc2)cc1
 : 0.7, -3.5, -8.8, 1.1, 0.9, 0.4, 0.1, 1.4, -1.3
#27 O=C(O)c1ccc2c(c1)C(=O)N(c1ccc([N+](=O)[O-])cn1)C2=O
 : 19.7, 0.8, -13.3, 4.8, 3.5, 0.4, 1.1, -0.3, 2.6
#28 O=C1N(CCCCN2C(=O)C3(OCCO3)c3ccccc32)c2ccccc2C12OCCO2
 : 14.1, -4.2, -5.4, -16.8, 5.4, 11.4, 3.1, -9.9, 7.5
#29 NC(CC(=O)NC(c1ccccc1)(c1ccccc1)c1ccccc1)C(=O)O (centres undefined)
 : 7.1, 6.1, 2.7, -4.9, -1.3, 1.5, 0.0, 12.9, 8.5
#30 Cc1ccc2oc(-c3cccc(NC(=O)c4ccc(Br)o4)c3)nc2c1
 : 3.1, 9.9, -5.3, -0.9, 0.5, 0.9, 0.1, -1.6, 2.5
#31 Cc1ccccc1C(=O)N1CCC(C(=O)Nc2nccs2)CC1
 : 12.2, -2.8, -13.1, -0.8, -1.2, 1.5, 1.1, 1.2, 6.2
#32 Cc1ccc(C)c(S(=O)(=O)NCc2ccc(C(=O)NCc3ccccn3)cc2)c1
 : -5.4, 0.0, -1.9, 0.9, -2.9, 1.7, 0.3, 1.4, 0.0
#33 Nc1nc2c(s1)C(=O)CC(c1ccccc1)C2 (centres undefined)
 : 9.6, -3.1, 0.6, -1.2, 0.3, 1.6, 0.2, 15.6, -2.3
#34 CCC1CCCCN1C(=O)C(=O)c1cn(CC(=O)N(CC)CC)c2ccccc12 (centres undefined)
 : -14.4, 1.4, -0.6, -1.6, -4.2, -0.4, -0.2, -6.2, 8.6
#35 O=C(/C=C/c1ccccc1)NC(NC(=S)Nc1ccc(Cl)cc1)C(Cl)(Cl)Cl (centres undefined)
 : -7.3, 10.3, 17.0, -30.9, -2.7, 7.8, 5.3, -6.2, 14.8
#36 Cc1nnc(NC(=O)CSc2nc3ccccc3[nH]2)s1
 : 1.4, 3.2, -8.8, 2.0, 2.1, 0.6, 0.3, 1.6, 9.2
#37 CCn1c(CNC(=O)c2ccco2)nnc1SCCOc1ccccc1
 : 7.6, -7.4, -20.6, -2.0, -2.8, 0.9, 2.8, -4.5, 7.7
#38 Cc1cc(NC(=O)CCC(=O)N(CC(=O)NC2CCCC2)c2ccc(C(C)C)cc2)no1
 : 14.2, 2.2, -11.5, -1.5, -3.4, 0.1, 6.5, 1.9, 18.1
#39 CC(=O)N1CCc2cc(S(=O)(=O)CCC(=O)NCc3ccc4c(c3)OCO4)ccc21
 : 14.6, 2.4, -5.3, 1.9, -3.1, 1.4, 0.5, -2.4, 9.5
#40 CN(C(=O)CSc1nc(N)nn1-c1ccccc1)c1ccccc1
 : 9.7, -2.1, 6.0, 1.9, -1.7, 1.9, 0.2, 2.8, -3.6
#41 O=C(Nc1nnc(-c2ccccc2)o1)c1cccc(S(=O)(=O)N2CCOCC2)c1
 : 5.0, -4.5, -12.8, -4.0, 3.6, 0.8, 0.5, 7.1, 10.0
#42 COc1cccc(Cn2cnc(-c3ccccc3OC)c2-c2cccs2)c1
 : 23.5, -1.0, -14.6, -8.5, -2.1, 1.9, 2.9, 2.4, 5.1
#43 COc1ccccc1CN(C)C(=O)c1ccc(S(=O)(=O)NCc2ccco2)cc1
 : -9.8, -2.3, -5.2, -5.8, 7.3, 14.2, 3.9, 2.9, -1.6
#44 OC(c1ccc(F)c(F)c1)c1ncc(-c2ccc(Cl)cc2)[nH]1 (centres undefined)
 : 4.6, -1.3, 1.1, -5.9, 0.3, 3.2, 2.2, -0.1, 1.8
#45 c1ccc(-c2cnnc(N3CCOCC3)n2)cc1
 : 21.0, 0.1, -13.4, 5.0, -0.2, 1.1, 0.6, 11.4, 8.3
#46 CCN(CC)S(=O)(=O)c1ccc(N2CCCC2)c(NC(=O)CN2C(=O)NC3(CCCC3)C2=O)c1
 : -10.8, -2.8, 10.1, 2.8, 3.9, 0.3, 0.2, 4.0, -3.3
#47 Cc1ccc2c(C(=O)CN3CCCC(C)C3)c(C)[nH]c2c1 (centres undefined)
 : 4.2, -5.2, -4.5, 3.4, -4.5, 1.0, 0.8, 6.8, -3.5
#48 Cc1ccc(NC(=S)c2nc3ccccc3[nH]2)c(C)c1
 : 16.1, 0.7, 8.4, -3.4, -3.9, -1.5, 5.7, 1.2, 4.3
#49 O=C(Cn1c(CO)nc2ccccc21)Nc1ccc2c(c1)OCCCO2
 : 3.2, -1.6, -16.0, -4.9, 1.8, 1.0, 0.6, 3.7, 9.2

Some of the entries so far, as tab-separated lines.
no.	SMILES	M1 PAM parental	M4 antag	CHO-K1 Ca antag	M5 PAM	M5 ag	M4 ag	CHO-K1 Ca ag	CHRM4 PAM	M5 antag
42	COc1cccc(Cn2cnc(-c3ccccc3OC)c2-c2cccs2)c1	23.5	-1.0	-14.6	-8.5	-2.1	1.9	2.9	2.4	5.1
43	COc1ccccc1CN(C)C(=O)c1ccc(S(=O)(=O)NCc2ccco2)cc1	-9.8	-2.3	-5.2	-5.8	7.3	14.2	3.9	2.9	-1.6
49	O=C(Cn1c(CO)nc2ccccc21)Nc1ccc2c(c1)OCCCO2	3.2	-1.6	-16.0	-4.9	1.8	1.0	0.6	3.7	9.2
44	OC(c1ccc(F)c(F)c1)c1ncc(-c2ccc(Cl)cc2)[nH]1 (centres undefined)	4.6	-1.3	1.1	-5.9	0.3	3.2	2.2	-0.1	1.8
45	c1ccc(-c2cnnc(N3CCOCC3)n2)cc1	21.0	0.1	-13.4	5.0	-0.2	1.1	0.6	11.4	8.3
